Glyco luc inh: blocks N-linked glycosylation in D54 reporter cells. reporter increase, % at 12.5 µM. AID 588692. 360,000 tested, 0.23% active. D54 ERlucT glycosylation luciferase reporter, 24 h; percent of 100 nM tunicamycin response;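 active means mean luciferase reporter signal, scaled so untreated is 0 and the glycosylation-blocking control 100, at or above a set limit in every replicate; inconclusive means mean reaches the limit but not every replicate does; inactive means mean below the limit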;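 further: luciferase carries N-glycosylation sites so blocking glycosylation raises the light; 0% = median of neutral control wells and 100% = median of 100 nM tunicamycin wells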
Vif imaging: inhibitors of HIV Vif | HEK293T cells, Vif self-association by quenched fluorescence, imaging, 24 h | inhibition, % at 7.49 µM | 340,000 tested, 0.35% active | AID 602346; in the data active means inhibition above about 50%, passing the limit was not always enough; inconclusive means no clear call, values can overlap the other calls; inactive means below about 31%; further: some results filed as inactive read as strong as hits
ABHD5-PLIN5 inh: blocks binding of human ABHD5 to perilipin-5. inhibition, % at 4 µM. Q00G26+Q8WTS1. AID 602281. Split G. princeps luciferase complementation, luminescence, 4 h. 360,000 tested, 0.78% active;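 active means inhibition above the mean inhibition across every tested compound plus 3 SD, cut at about 22% in these data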;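 further: 0% = DMSO only wells and the 100% control is not disclosed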
MC4R antag cAMP: blocks human MC4R cAMP signaling; 360,000 tested, 0.48% active; MC4R-expressing cells, MTII-stimulated cAMP, LANCE TR-FRET; P32245; inhibition, % at 6.5 µM; AID 540295;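 active means inhibition above its plate's cutoff, the mean of tested wells on that plate plus 3 SD, cut at about 29% in these data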;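 further: 0% = Melanotan II alone and 100% = Melanotan II plus saturating MCL0020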
Target sequence (P32245 whole entry, looked up): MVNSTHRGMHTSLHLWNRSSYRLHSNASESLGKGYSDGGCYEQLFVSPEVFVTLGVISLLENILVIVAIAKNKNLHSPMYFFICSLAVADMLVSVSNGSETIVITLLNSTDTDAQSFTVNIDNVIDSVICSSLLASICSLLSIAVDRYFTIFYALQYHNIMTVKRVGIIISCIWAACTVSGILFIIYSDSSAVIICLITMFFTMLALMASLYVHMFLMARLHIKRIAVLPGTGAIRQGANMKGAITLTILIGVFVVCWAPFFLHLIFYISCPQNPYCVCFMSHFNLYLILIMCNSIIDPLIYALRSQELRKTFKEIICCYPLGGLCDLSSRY
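Assay system: U2OS cells stably expressing human melanocortin 4 receptor (MC4R) / Dosing: 6.5 µM / Timing: compound 30 min, challenge 1 h, detection 1 h / Measured by: Eu-cAMP/anti-cAMP TR-FRET, emission 671 nm / Replicates: singlicate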
Exocytosis inh: lytic granule exocytosis inhibition | TALL-104 LAMP-1 surface exposure, flow cytometry; cells stimulated with thapsigargin and PMA | inhibition, % at 10 µM | 360,000 tested, 0.66% active;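 active means inhibition above about 55%, limit read from the data; inconclusive means no clear call, values can overlap the other calls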
TLR9-MyD88 block: TLR9-MyD88 interaction inhibition; Q9NR96+Q99836; CHO BLA complementation TLR9-MyD88, CCF4 FRET ratio; 340,000 tested, 0.21% active; inhibition, % at 4.98 µM;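 active means inhibition above the mean over all tested compounds plus 3 SD, cut at about 21% in these data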;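 further: 0% = DMSO only wells and 100% = clavulanate BLA inhibitor control wells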
NOD2-RIPK2 inh: blocks binding of human NOD2 to RIPK2. O43353. CHO BLA complementation NOD2-RIPK2, CCF4 ratio. inhibition, % at 4.98 µM. 360,000 tested, 0.38% active. AID 624267; in the data active means inhibition above about 21%;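 further: 0% = vehicle only and 100% = reference blocker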
Target sequence (O43353 whole entry, looked up): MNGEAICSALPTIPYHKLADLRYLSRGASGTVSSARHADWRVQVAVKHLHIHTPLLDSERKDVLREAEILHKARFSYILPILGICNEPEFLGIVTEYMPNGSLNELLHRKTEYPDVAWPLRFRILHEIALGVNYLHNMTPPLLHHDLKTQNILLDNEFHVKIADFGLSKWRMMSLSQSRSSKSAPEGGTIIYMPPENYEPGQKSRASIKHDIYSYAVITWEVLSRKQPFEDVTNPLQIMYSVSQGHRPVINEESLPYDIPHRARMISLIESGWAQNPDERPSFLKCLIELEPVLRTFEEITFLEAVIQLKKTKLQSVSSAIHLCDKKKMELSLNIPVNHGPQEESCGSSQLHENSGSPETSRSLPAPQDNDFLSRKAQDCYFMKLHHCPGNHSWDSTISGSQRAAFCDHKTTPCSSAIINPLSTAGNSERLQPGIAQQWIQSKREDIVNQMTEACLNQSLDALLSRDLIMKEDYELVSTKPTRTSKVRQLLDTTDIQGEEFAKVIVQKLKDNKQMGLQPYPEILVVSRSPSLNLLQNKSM
ABCB6 inh 2: inhibitors of human ABC transporter ABCB6; Q9NP58; AID 602162; fluorescence ratio to DMSO, % at 10 µM; 360,000 tested, 0.19% active; K562-ABCB6 porphyrin accumulation, flow cytometry, 1 h; stronger effect = lower value;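 active means fluorescence ratio to DMSO below 75%, the collection mean minus 3 SD; inconclusive means too few cells collected in the well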;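 further: signal is porphyrin accumulated inside mitochondria; 100% equals median channel fluorescence of DMSO control wells; lower ratio means ABCB6 inhibition with less porphyrin fluorescence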
aDG glyco up: alpha-DG glycosylation activation | Pro5-aDG cells, alpha-DG glycosylation AlphaScreen (IIH6); 0% Pro5, 100% B10-LARGE cell signal | 360,000 tested, 0.22% active | activation, % at 10 µM;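 active means activation of at least 8% versus controls, or a plate z-score of at least 8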;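 further: Pro5 are CHO cells carrying HIG-tagged alpha-DG that lacks glycosylation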
MC4R ag barr: human MC4R agonism via beta-arrestin; AID 540308; P32245; activation, % at 8.9 µM; 360,000 tested, 0.98% active; U2OS MC4R beta-arrestin complementation, luminescence; percent of melanotan II response, DMSO zero;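 active means activation above a per-plate cutoff, the mean activation of sample wells on that plate plus 3 SD, cut at about 8% in these data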
Active calls of the source: *; i = inactive; ? = inconclusive; · = no result given. These rows are one share of the data; count on the stated rates, not on these rows.

SMILES	Glyco luc inh	Vif imaging	ABHD5-PLIN5 inh	MC4R antag cAMP	Exocytosis inh	TLR9-MyD88 block	NOD2-RIPK2 inh	ABCB6 inh 2	aDG glyco up	MC4R ag barr
CCOc1ccc(C(CC(=O)O)NC(=O)C(Sc2ccccc2)c2ccccc2)cc1 (stereo unspecified)	0	-7	7	5	0	·	-5	86	0.4	0.6
Fc1ccc(NC(=S)Nc2ccccc2N2CCOCC2)cc1Cl	2	-5	-4	4	1	-3	2	88	0.0	-2.5
COc1ccc(S(=O)(=O)Nc2ccc(-n3cnnn3)cc2)cc1[N+](=O)[O-]	4	-3	-5	7	-4	-1	-11	98	-0.3	-1.4
O=c1cc(CN2CCC3(CC2)OCCO3)c2c(ccc3ccccc32)o1	-2	-18	7	8	13	-7	2	98	0.0	-2.6
Cc1cc(C)n(C(=O)c2cc([N+](=O)[O-])cc([N+](=O)[O-])c2)n1	0	-1	-1	3	-7	-10	0	97	-0.2	0.3
Cc1cccc(NC(=O)c2ccc(OCC3CCCO3)cc2)c1C (stereo unspecified)	4	7	-1	4	-2	5	1	98	0.0	-1.0
O=C(N/N=C/c1ccc(Cl)c([N+](=O)[O-])c1)c1ccc2nc[nH]c2c1	-2	12	0	12	-4	3	-2	84	0.0	-2.6
CN1CCSc2ccc(C(=O)NCc3cccc(F)c3)cc21	0	-10	5	6	-1	8	-3	98	-0.4	-0.8
N#CCC1c2ccccc2CCN1C(=O)Nc1ccc(C(F)(F)F)cc1 (stereo unspecified)	0	-4	-5	4	2	-2	12	99	0.5	1.4
O=C(CN(C(=O)C1CSC(=O)C1)c1ccccc1F)NCc1ccc2c(c1)OCO2 (stereo unspecified)	-1	-4	-2	2	1	3	-9	106	0.2	-1.3

The last three records of the section above are carried over, then new ones follow:
SMILES	Glyco luc inh	Vif imaging	ABHD5-PLIN5 inh	MC4R antag cAMP	Exocytosis inh	TLR9-MyD88 block	NOD2-RIPK2 inh	ABCB6 inh 2	aDG glyco up	MC4R ag barr
CN1CCSc2ccc(C(=O)NCc3cccc(F)c3)cc21	0	-10	5	6	-1	8	-3	98	-0.4	-0.8
N#CCC1c2ccccc2CCN1C(=O)Nc1ccc(C(F)(F)F)cc1 (stereo unspecified)	0	-4	-5	4	2	-2	12	99	0.5	1.4
O=C(CN(C(=O)C1CSC(=O)C1)c1ccccc1F)NCc1ccc2c(c1)OCO2 (stereo unspecified)	-1	-4	-2	2	1	3	-9	106	0.2	-1.3
O=C(CNC(=O)c1ccccc1)OCc1cc(=O)n2cc(Br)ccc2n1	-1	17	-4	3	37	-6	9	103	0.1	0.0
CCCCC(=O)OCC(=O)c1cc(C)n(-c2c(C)n(C)n(-c3ccccc3)c2=O)c1C	0	50*	-3	31*	1	-10	-1	89	-0.2	0.3
c1ccc(NC(=NCc2ccco2)c2ccccc2)cc1	1	13	7	2	-2	0	-3	96	-0.1	-1.6
CCCCN1C(=O)/C(=C2/C=CC=CN2C)SC1=S	2	-8	-6	-5	1	1	1	98	-0.3	-1.1
C=CCOc1c(Br)cc(CNc2ccc(NC(=O)C(C)C)cc2)cc1OCC	4	-3	-5	-19	9	-3	-4	101	-0.1	-2.3
CC(OC(=O)c1ccccc1CCc1ccccc1)C(N)=O (stereo unspecified)	-4	-17	-1	-11	17	-1	0	90	0.1	-0.1
CCCn1c(Nc2nc3ccccc3n2C)nc2ccccc21	?	13	-7	17	2	-12	1	100	0.0	3.5
O=C(c1ccc(-c2ccccc2)cc1)N1CCN(c2ncccn2)CC1	2	-1	0	4	4	4	2	101	0.2	-1.6
CCC1(c2ccccc2)C(=O)NCNC1=O	2	-4	-11	1	1	-6	4	86	0.2	-0.2
CC(=O)Nc1cccc([N+](=O)[O-])c1	-1	·	1	-3	-1	-13	-4	101	-0.1	0.2
COc1cccc(NC(=O)c2nnn(CCc3ccccc3)c2N)c1	-3	21	-1	-10	-2	-6	4	93	-0.1	1.0
CC(=O)c1c(COC(=O)c2ccco2)nc2ccccc2[n+]1[O-]	0	15	2	10	0	0	1	94	0.0	-1.3
CN(CCC#N)c1ncnc2scc(-c3ccccc3)c12	-2	-2	6	-7	1	-6	-3	95	-0.3	-0.7
c1ccc2c(Nc3nncs3)c3ccccc3nc2c1	1	-1	1	-20	3	-17	-21	102	-0.1	-2.1
COc1ccccc1C(C(=O)NC1CCCCC1)N(C(=O)c1csnn1)C1CC1 (stereo unspecified)	1	0	2	4	0	-1	3	99	0.2	2.5
CCCNC(=O)C1(C)CCN(C(=O)COc2ccc(C(C)(C)C)cc2)C1 (stereo unspecified)	-9	·	-2	9	-8	·	14	79	-0.1	-0.5
COc1cccc(CN2CCC(n3nccc3NC(=O)C3CC3)CC2)c1	2	2	-5	10	3	2	-1	98	0.2	-0.5
C/C(CC(=O)Nc1cccc(Br)c1)=N\NC(=O)c1ccc(O)cc1O	0	-5	1	-2	0	-3	-9	103	0.0	-0.8
O=C(NCCc1ccccc1)c1ccc(OCCOc2ccccc2)cc1	0	-11	-6	5	0	7	-5	96	-0.2	3.8
NC(=O)c1ccc(NC(=O)COC(=O)CCCc2c[nH]c3ccccc23)cc1	1	-3	3	3	0	1	-12	99	0.1	-2.8
Cn1cc(Br)c(C(=O)Nc2c(F)c(F)c(F)c(F)c2F)n1	3	2	0	6	-8	-12	8	101	-0.1	6.8
CCCN(CC1CC1)C(=S)NC(=O)c1cc(Br)ccc1Cl	1	-2	24*	-2	1	1	-4	97	-0.1	0.4
Cc1ccc(C(=O)N2CCN(c3ccc(F)cc3)CC2)cc1S(=O)(=O)N1CCCCC1	-1	-28	0	10	9	-8	9	90	0.4	-3.0
O=C(Nc1ccc(OC(F)(F)F)cc1)C1=NCCN1	-1	6	-5	7	0	-3	-8	87	0.1	-2.1
COc1ccc(NCc2nnc(SCC(=O)Nc3cccc(C)c3)o2)cc1	1	0	-15	-3	1	0	6	98	-0.1	0.0
CCOC(=O)C1=C(C)c2ccccc2N(C(=O)OC)C1(C)C(=O)OCC (stereo unspecified)	1	5	30*	10	1	11	4	100	-0.3	-2.7
Cc1ccc(C(=O)NC(C(=O)Nc2cccc(S(N)(=O)=O)c2)C(C)C)cc1 (stereo unspecified)	0	-1	1	5	-2	6	16	95	-0.1	1.2
CCOC(=O)C1=C(COC(=O)CCC(=O)c2ccc(C)cc2)NC(=O)NC1C (stereo unspecified)	2	18	-12	0	-5	-12	1	79	-0.1	-0.4
CCCCN(CCCNc1ncnc2nc[nH]c12)c1ccccc1	-6	-5	-12	0	0	-6	-6	?	0.0	1.7
COc1ccc2sc(C)[n+](C)c2c1	1	33	-12	11	-4	0	2	97	-0.3	-1.2

New compounds follow
Structure | Glyco luc inh | Vif imaging | ABHD5-PLIN5 inh | MC4R antag cAMP | Exocytosis inh | TLR9-MyD88 block | NOD2-RIPK2 inh | ABCB6 inh 2 | aDG glyco up | MC4R ag barr
COc1ccc(C2=NN(C(=O)CSc3ncccn3)C(c3cccc(OC)c3OC)C2)cc1 (stereo unspecified) | -2 | -8 | 2 | 8 | 12 | -7 | 2 | 97 | -0.2 | -3.6
Cc1cc(C(=O)NC2CCCN(Cc3ccccc3F)C2)n[nH]1 (stereo unspecified) | -2 | 13 | -1 | -1 | 4 | -4 | 6 | 96 | -0.1 | -1.9
CN1CCN(NC(=O)CN(C)S(=O)(=O)c2cc(Cl)ccc2Cl)CC1 | 1 | 1 | -5 | 6 | -2 | -1 | -2 | 102 | 0.2 | -1.9
Cc1ccc(NC(NC(=O)c2cccs2)C(Cl)(Cl)Cl)cc1 (stereo unspecified) | -4 | -2 | -5 | 7 | 1 | 2 | 2 | 108 | 0.2 | 2.4
Cn1c(N)c(-c2ccccc2)c2ccc([N+](=O)[O-])cc2c1=O | -2 | i | 2 | 6 | 19 | 11 | -12 | 98 | -0.1 | -3.2
Cc1ccc(S(=O)(=O)Oc2ccc(/C=N/N=C3/NC(=O)C(CC(=O)O)S3)cc2)cc1[N+](=O)[O-] (stereo unspecified) | 1 | 5 | -4 | -1 | -14 | -4 | 0 | 105 | -0.1 | -2.8
COc1ccc(C=O)cc1Cn1ccnc1 | 1 | -1 | -4 | 2 | 0 | 5 | -3 | 100 | 0.1 | -1.2
O=P(Nc1ccccc1)(Nc1ccccc1)c1ccccc1 | -1 | 0 | 7 | 2 | 9 | -21 | -3 | 96 | 0.0 | -1.1
COc1ccc(CNC(=O)C(=O)NCC2OCCCN2S(=O)(=O)c2cccs2)cc1 (stereo unspecified) | 0 | -2 | 2 | 3 | 8 | 2 | 1 | 104 | -0.1 | -3.2
C/C(=N\NC(=O)COc1ccc(C)cc1[N+](=O)[O-])c1ccc2c(c1)OCCO2 | -2 | -12 | 0 | 0 | 2 | -15 | 3 | 102 | 0.3 | 0.0
COC(=O)c1ccccc1NC(=O)Nc1cccnc1 | -1 | 3 | 2 | 11 | -1 | -11 | 4 | 107 | 0.0 | -0.1
CCOC(=O)CSc1ccc2ccccc2n1 | 0 | -3 | -2 | 10 | -1 | -11 | -1 | 95 | 0.0 | 0.7
O=C(CSCc1ccc(Cl)cc1)NCC1CCCO1 (stereo unspecified) | 2 | -4 | -3 | 1 | -1 | 3 | -9 | 96 | 1.5 | -0.5
Cn1c(=O)[nH]c(=O)c2c1nc(Br)n2CCCO | 4 | 5 | 10 | 0 | 2 | -10 | 4 | 94 | 0.1 | 1.4
CSc1nnc(NC(=O)c2cccc(S(=O)(=O)N3CCOCC3)c2)s1 | 1 | -2 | 9 | 17 | -4 | 3 | -7 | 100 | 0.0 | -3.4

Part of the list above, with values under each structure.
Order of results – Glyco luc inh, Vif imaging, ABHD5-PLIN5 inh, MC4R antag cAMP, Exocytosis inh, TLR9-MyD88 block, NOD2-RIPK2 inh, ABCB6 inh 2, aDG glyco up, MC4R ag barr
COc1cccc(CN2CCC(n3nccc3NC(=O)C3CC3)CC2)c1
  2, 2, -5, 10, 3, 2, -1, 98, 0.2, -0.5
C/C(CC(=O)Nc1cccc(Br)c1)=N\NC(=O)c1ccc(O)cc1O
  0, -5, 1, -2, 0, -3, -9, 103, 0.0, -0.8

Compound profiles (already shown). Values in the order: Glyco luc inh | Vif imaging | ABHD5-PLIN5 inh | MC4R antag cAMP | Exocytosis inh | TLR9-MyD88 block | NOD2-RIPK2 inh | ABCB6 inh 2 | aDG glyco up | MC4R ag barr
Listed for COc1ccc(CNC(=O)C(=O)NCC2OCCCN2S(=O)(=O)c2cccs2)cc1 (stereo unspecified) : 0 | -2 | 2 | 3 | 8 | 2 | 1 | 104 | -0.1 | -3.2
Listed for Cc1ccc(NC(NC(=O)c2cccs2)C(Cl)(Cl)Cl)cc1 (stereo unspecified) : -4 | -2 | -5 | 7 | 1 | 2 | 2 | 108 | 0.2 | 2.4

Compound activity as filed in PubChem.
